OX1R antagonist – human HCRTR1 antagonism; inhibition, % at 5 µM; CHO/OX1R cells, Fluo-8 calcium fluorescence, orexin A; AID 434989; O43613; 330,000 compounds, 0.43% hits;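 active means inhibition above its plate's threshold, mean inhibition of all tested compounds on the plate plus 3 SD, cut at about 37% in these data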;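 further: 0% = orexin A challenge wells and 100% = SB-334867-A antagonist wells; not every result past the cut was called active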
Target sequence (O43613 whole entry, looked up): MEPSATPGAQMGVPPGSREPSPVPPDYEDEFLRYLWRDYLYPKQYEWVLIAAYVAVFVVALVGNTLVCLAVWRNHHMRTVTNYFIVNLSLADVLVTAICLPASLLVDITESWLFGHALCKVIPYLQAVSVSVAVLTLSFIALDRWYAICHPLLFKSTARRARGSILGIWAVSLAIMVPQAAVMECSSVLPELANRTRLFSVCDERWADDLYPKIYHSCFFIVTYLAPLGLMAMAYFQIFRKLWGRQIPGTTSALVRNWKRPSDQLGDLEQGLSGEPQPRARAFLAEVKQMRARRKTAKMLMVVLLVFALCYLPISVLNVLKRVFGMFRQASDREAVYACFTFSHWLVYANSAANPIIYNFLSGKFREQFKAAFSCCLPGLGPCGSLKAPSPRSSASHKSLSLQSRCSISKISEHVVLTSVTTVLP
CHT PAM – allosterically activates the human high affinity choline transporter; Q9GZV3; B-score at 10 µM; AID 488977; 310,000 compounds, 0.49% hits; CHT-expressing cells, membrane potential dye, choline EC20; stronger effect = higher value; LV-AA mutant CHT in HEK293 cells;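 active means initial fluorescence not abnormally high and integrated response B-score, plate-corrected, over 3 SD above library mean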
Target sequence (Q9GZV3 whole entry, looked up): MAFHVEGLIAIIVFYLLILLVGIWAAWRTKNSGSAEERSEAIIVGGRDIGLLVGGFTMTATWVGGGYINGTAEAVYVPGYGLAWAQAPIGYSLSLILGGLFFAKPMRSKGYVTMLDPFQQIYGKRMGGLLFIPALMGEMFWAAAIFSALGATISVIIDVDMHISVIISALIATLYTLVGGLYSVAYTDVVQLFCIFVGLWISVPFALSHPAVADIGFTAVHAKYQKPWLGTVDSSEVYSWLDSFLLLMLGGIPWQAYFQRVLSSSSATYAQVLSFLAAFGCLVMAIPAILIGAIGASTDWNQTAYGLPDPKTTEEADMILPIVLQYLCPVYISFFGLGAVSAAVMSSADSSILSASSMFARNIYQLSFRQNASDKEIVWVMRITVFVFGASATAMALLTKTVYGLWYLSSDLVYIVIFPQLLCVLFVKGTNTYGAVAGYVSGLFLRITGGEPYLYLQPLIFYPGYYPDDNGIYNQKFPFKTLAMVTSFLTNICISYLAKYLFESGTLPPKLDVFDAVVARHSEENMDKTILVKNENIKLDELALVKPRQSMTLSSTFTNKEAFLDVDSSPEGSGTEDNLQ
Starred values were filed as active, the others as inactive; i = inactive; . = not tested or not shown; & = joins results of further samples.

SMILES | OX1R antagonist | CHT PAM
Cc1ccc(C)c(NC(=O)CSc2nccn2Cc2ccco2)c1 | -11 | i
Cc1cccc(N2CCN(C(=O)c3ccc4c(c3)c(C)c(C)n4C)CC2C)c1 (stereo not drawn) | -34 | i
Cc1ccccc1N1CC(O)(c2cccs2)[N+]2=C1CCCC2 (stereo not drawn) | -16 | i
COc1ccccc1-c1nnc(NC(=O)C2=COCCO2)o1 | 6 | i
CC(C)N1CCN(Cc2cccc3nonc23)CC1CCO (stereo not drawn) | -14 | i
CCc1cc2c(SCC(=O)N3CCCC3=O)ncnc2s1 | -12 | .
Cc1ccc(NS(=O)(=O)c2cc(N)ccc2Cl)c(C)c1 | -10 | i
O=C(NCc1ccccc1)c1ccc(OC2CSC2)cc1 | 6 | i
CN(CC(=O)NCc1ccc(Cl)cc1)S(=O)(=O)c1cccs1 | -1 | i
O=C(O)C1(c2ccccc2)CCN(S(=O)(=O)c2ccc(Br)cc2)CC1 | -9 | i
COc1ccc(OCC(O)CNC(=O)c2cccs2)cc1 (stereo not drawn) | -13 | i
CCc1[nH]nc2c1C(C(C)C)C(C#N)=C(N)O2 (stereo not drawn) | -7 | i
CCOc1ccc(S(=O)(=O)N2CCCC(C(=O)NCC3CCCO3)C2)cc1Cl (stereo not drawn) | -31 | i
CCn1c(=O)c2cc(C(=O)Nc3ccccc3OC)sc2c2ccccc21 | -11 | i
CS(=O)(=O)c1ccc(Cl)c(NC(=O)Cc2c(Cl)cccc2Cl)c1 | -11 | i
CCn1c(=NC(=O)CN2C(=O)CCC2=O)sc2c(OC)ccc(OC)c21 | -29 | i
O=C(c1ccc2c(c1)OCCCO2)N1CCCCC1 | -8 | i
Cc1nc(N2CCCC2C(=O)O)c2oc3ccccc3c2n1 (stereo not drawn) | -9 | i
Cc1cccc(C2NC(=O)c3ccccc3O2)c1 (stereo not drawn) | -2 | i
COc1ccc(-c2nc(S(=O)(=O)c3ccc(C)cc3)c(N3CCCC3)o2)cc1 | 3 | i
Cc1ccc(C)c(NS(=O)(=O)c2ccc(NC(=O)CSc3ccc(Cl)cc3)cc2)c1 | -13 | i
NC(=O)CSc1nc(-c2ccccc2)c(-c2ccccc2)o1 | -29 | i
COc1ccc(CN(CC2CCC(C(=O)O)CC2)C(=S)Nc2cccc(C)c2)cc1 (stereo not drawn) | -17 | i
O=C(Nc1ccccc1CC[N+](=O)[O-])N1CCN(c2ccccc2)CC1 | -31 | i
Cc1oc(-c2ccc(Cl)cc2)nc1CS(=O)CC(=O)NCc1ccccn1 (stereo not drawn) | -29 | i
CCOC(=O)c1ccc(NC(=S)N2CCSC2c2c(F)cc(F)cc2F)cc1 (stereo not drawn) | 6 | i
CC1(OC(=O)CCc2ccccc2)C(=O)C=C2C=C(c3ccc(C#N)cc3)N(CCc3ccccn3)C=C2C1=O (stereo not drawn) | -15 | i
COC(=O)c1ccc([C@H]2C=C(C(=O)O)O[C@@H](OCc3ccc(CO)cc3)C2)cc1 | 0 | i
COc1ccccc1-n1c(C)c2c(OC)cccc(=O)c2c1C | -17 | i
Cn1c(C(C#N)C(=O)Cc2cccc3ccccc23)nc2ccccc21 (stereo not drawn) | -4 | i
COc1ccccc1Cc1noc(COc2cccc(C)c2C)n1 | -44 | i
Cc1cc(C)nc(NC(N)=NC2CCCCC2)n1 | -3 | i
CC(C)=NNc1nc2c(c(=O)n(C)c(=O)n2C)n1C | -10 | i
Cn1cccc1CC(=O)NNC(=S)Nc1ccc(F)cc1 | 3 | i
O=C(Cc1c(F)cccc1Cl)N1CCCC1 | -4 | i
CN(C)C(=O)CSc1nc2cc(S(=O)(=O)N3CCOCC3)ccc2o1 | -10 | .
CCCCC(=O)Nc1ccc(C(=O)NNC(=O)c2ccco2)cc1 | -15 | i
CCc1nn2c(=O)cc(COc3ccc(/C=C4\C(=N)N5N=C(C)SC5=NC4=O)cc3)nc2s1 | -11 | i
O=C(Cc1ccc2c(c1)CCCC2)Nc1ccc2ccccc2c1 | -43 | i
CCOC(=O)c1c(C)nc2c(c1-c1cc(OC)c(OC)c(OC)c1)C(=O)c1ccccc1-2 | -34 | i

Entries from the list above containing a COOH group (four):
SMILES | OX1R antagonist | CHT PAM
O=C(O)C1(c2ccccc2)CCN(S(=O)(=O)c2ccc(Br)cc2)CC1 | -9 | i
Cc1nc(N2CCCC2C(=O)O)c2oc3ccccc3c2n1 (stereo not drawn) | -9 | i
COc1ccc(CN(CC2CCC(C(=O)O)CC2)C(=S)Nc2cccc(C)c2)cc1 (stereo not drawn) | -17 | i
COC(=O)c1ccc([C@H]2C=C(C(=O)O)O[C@@H](OCc3ccc(CO)cc3)C2)cc1 | 0 | i

Single records, from the list above.
Entry for O=C(Cc1c(F)cccc1Cl)N1CCCC1 : OX1R antagonist = -4; CHT PAM = i
Entry for CCOC(=O)c1c(C)nc2c(c1-c1cc(OC)c(OC)c(OC)c1)C(=O)c1ccccc1-2 : OX1R antagonist = -34; CHT PAM = i

More structures follow.
SMILES | OX1R antagonist | CHT PAM
CCCN1C(=O)c2ccccc2NC1c1cc(OC)c(OC)c(OC)c1 (stereo not drawn) | -30 | i
O=C(NCCC1=CCCCC1)C1CCN(C(=O)c2ccc(Cl)cc2)CC1 | -20 | i
CS(=O)(=O)Nc1cccc(C2=NN(S(=O)(=O)c3ccccc3)C(c3cccs3)C2)c1 (stereo not drawn) | 5 | i
C=CCn1c[n+](CC(=O)c2ccc(Br)s2)c2ccccc21 | -34 | i
CC1CN(S(=O)(=O)c2cccc(C(=O)NN3CCN(C)CC3)c2)CC(C)O1 (stereo not drawn) | -5 | i
CN1C(C(=O)NCC2CC2)CC2Cn3c(nc4cc(Cl)c(Cl)cc43)C21 (stereo not drawn) | -13 | i
CCOC(=O)Cn1c(=N)n(Cc2ccccc2F)c2ccccc21 | -9 | i
CN(CCCC1CCCC1)C(=O)c1cc(COc2c(F)cccc2F)on1 | -41 | i
Cc1cccc(NC(=O)CSc2nnc([C@H](C)NC(=O)OC(C)(C)C)o2)c1C | -15 | i
CCc1cc2c(SCC(=O)c3cccs3)ncnc2s1 | -42 | i
COc1ccc(S(=O)(=O)N2CCC(C(=O)NCCN3CCOCC3)CC2)cc1OC | -8 | i
Cc1ccc(N2C(=O)C3C4C=CC(C4)C3C2=O)cc1C (stereo not drawn) | -11 | i
O=C(Nc1nnc(-c2cccs2)s1)c1cccc(F)c1 | -16 | i
COC(=O)c1ccc(N2CCN(C(=O)C3CC3)CC2)c([N+](=O)[O-])c1 | -4 | i
CN(C)CCCNC(=O)/C=C/c1ccc(OCc2c(F)cccc2Cl)cc1 | -23 | i
COc1ccc(NC(=O)C2CCCN(S(=O)(=O)c3c(C)n[nH]c3C)C2)cc1 (stereo not drawn) | -3 | i
COc1cccc(/C=N/NC(=O)CCc2c(C)n[nH]c2C)c1O | -2 | i
O=c1[nH]c(-c2ccccn2)cc2ccccc12 | -23 | i
CCCn1nc2cc(C(=O)NCc3ccc4c(c3)OCO4)ccc2c1OCC | 0 | i
O=Cc1nc(-c2ccccc2Cl)n2ccccc12 | -12 | i
COc1ccc2c(c1)C(c1cccs1)=NNC(c1cccnc1)=N2 | -24 | i
O=C(CCc1ccccc1)NNC(=O)COc1ccccc1 | -7 | i
CCC(C)(C)NC(=O)C(c1ccc(F)cc1)N(Cc1ccco1)C(=O)c1cnccn1 (stereo not drawn) | -21 | i
O=c1[nH]cnc2sc(-c3ccccc3)cc12 | -12 | i
COc1ccccc1N1C(=O)CSC1=S | -7 | i
O=C(O)c1cc(S(=O)(=O)N2CCCCC2)ccc1N1CCCC1 | -4 | .
O=C(NNC(=O)c1sc2cccc(Cl)c2c1Cl)Nc1ccccc1 | -6 | i
CCOc1ccc(Nc2nc(-c3cccnc3)cs2)cc1 | -16 | i
COc1cccc(CNC(=O)COC(=O)c2ccc(C(=O)c3ccccc3)cc2)c1 | -5 | .
COc1cc(NC(=O)COC(=O)/C=C/c2ccc(O)c(OC)c2)cc(OC)c1 | 0 | i
O=C(NCCc1ccco1)C(=O)NCC1OCCCN1S(=O)(=O)c1ccc(F)cc1 (stereo not drawn) | 13 | i
O=C1/C(=C\c2ccccc2)CCc2c1[nH]c1ccccc21 | -41 | i
O=C(c1cccs1)N1N=C(c2ccccc2)CC1c1ccccc1O (stereo not drawn) | 14 | i
CCN(CC)CCCN1C(=O)C(O)=C(C(=O)c2cc3ccccc3o2)C1c1ccccn1 (stereo not drawn) | -13 | i
Cc1cccc(NC(=O)CCN2C(=O)C3C4CCC(C4)C3C2=O)c1C (stereo not drawn) | -12 | i
CCCCC(CC)C(=O)Nc1cc(C(=O)NCc2ccc(C)cc2)ccc1N1CCC2(CC1)CC(c1ccccc1)=NO2 (stereo not drawn) | -29 | i
CCOC(=O)Cn1c(C)cc(=O)c2cccc(C)c21 | -22 | i
CNC(=O)CSc1nnc(-c2ccco2)n1-c1ccccc1 | -9 | i
CCN(C(=O)COC(=O)CNC(=O)c1cccc(C)c1)c1c(N)n(Cc2ccccc2)c(=O)[nH]c1=O | -9 | i
Cc1c(C(=O)NCc2ccccc2)oc2ccc(S(=O)(=O)N3CCCC3)cc12 | -25 | i
S=C(NCc1cccs1)Nc1cccc(Cl)c1Cl | -4 | i
Cn1c(=O)c(NCCO)c2c3c(cccc31)C(=O)c1ccccc1-2 | 103* | i
C[C@H](NC(=O)[C@@H]1Cc2ccccc2CN1C(=O)OC(C)(C)C)C(=O)NCc1ccco1 | -21 | i
CCn1c(=O)cc(SCC(=O)NCCN2CCN(Cc3ccccc3)CC2)c2ccccc21 | -34 | i
Nc1c(C(=O)CSc2ncccn2)c(=O)[nH]c(=O)n1C1CC1 | -9 | .
COc1cc(S(=O)(=O)N2CCCCC2)ccc1NC(=O)/C=C/c1ccccc1 | -13 | i
Cc1nn(CC(=O)N2CCN(c3ccc(Cl)cc3)CC2)c(=O)c2cccn12 | -16 | i
Cc1ccccc1C(=O)NC1CCN(CC(=O)Nc2ccc(N(C)C)cc2)CC1 | -2 | i
O=C(c1cc(N2C(=O)C3C4CCC(C4)C3C2=O)ccc1Cl)N1CCCCCC1 (stereo not drawn) | -12 | i
Cn1nnnc1SCC(=O)Nc1ccc(N2CCOCC2)cc1 | -1 | i
Cc1ccc(-c2nnc(SCC(=O)NC(=O)Nc3ccc(C)cc3C)n2N)cc1 | -33 | i
COC(=O)C1=C(C)NC(=O)NC1c1cc(Cl)ccc1OC (stereo not drawn) | -33 | i
Cc1ccc(-n2[nH]c(C)c(C=Nc3ccc(S(=O)(=O)N4CCOCC4)cc3)c2=O)c(C)c1 | -15 | i
Cc1c(C#N)c(N=CN(C)C)c(C(=O)c2ccccc2)n1-c1ccccc1 | -14 | i
CC(/C=N/NC(=O)c1cc(C(C)(C)C)[nH]n1)=C\c1ccccc1 | -23 | i
O=C(NC1CCCC1)C(c1ccc(Cl)cc1)N1CCN(C2CCCCC2)CC1 (stereo not drawn) | -11 | i
Cc1ccc(C)c(N2CCN(c3ccc(N4C(=O)COCC4=O)cc3[N+](=O)[O-])CC2)c1 | -15 | i
O=S(=O)(Nc1cccc(-c2ccc(N3CCCCCC3)nn2)c1)c1ccccc1Cl | 14 | i
Cc1ccc(OCC(=O)Nc2ccc(N3CCN(C(=O)c4ccco4)CC3)cc2)c(C)c1 | -22 | i
COC(=O)c1sc(-c2ccc(Cl)cc2)cc1NC(=O)COCC(=O)O | 6 | i

An excerpt from above in order of their number in OX1R antagonist, descending.
SMILES | OX1R antagonist
COC(=O)c1sc(-c2ccc(Cl)cc2)cc1NC(=O)COCC(=O)O | 6
Cc1ccccc1C(=O)NC1CCN(CC(=O)Nc2ccc(N(C)C)cc2)CC1 | -2
CCn1c(=O)cc(SCC(=O)NCCN2CCN(Cc3ccccc3)CC2)c2ccccc21 | -34

Later entries
SMILES | OX1R antagonist | CHT PAM
CCCc1cc(=O)[nH]c(SCC(=O)Nc2ccc(Br)cc2)n1 | -8 | i
COc1ccc(CNC(=O)C(C)n2nc(C)n3c(cc4occc43)c2=O)cc1 (stereo not drawn) | -34 | i
COc1ccc([N+](=O)[O-])c(OC)c1C(=O)NC(=O)Nc1c(F)cc(F)cc1F | -12 | i
CC(NC(=O)C(=O)N1CCOCC1)C(c1cccs1)N1CCN(c2ccccc2)CC1 (stereo not drawn) | -3 | i
O=C(Nc1cccc(Cl)c1)c1ccc2c(c1)OCCO2 | -15 | i
Cc1ccc(S(=O)(=O)NCCN2CCOCC2)c(C)c1 | -11 | i
COc1cc(NC(=O)C(C)N2CCN(C(=O)C3CC3)CC2)cc(OC)c1 (stereo not drawn) | -10 | .
Cc1cccc(-n2c(=O)cc(N3CCN(c4ccc(F)cc4)CC3)[nH]c2=O)c1 | -7 | i
O=C(COc1cccc(-n2cnnn2)c1)NC1CCCCC1 | -1 | i
COCCn1c(SCC(=O)NNC(=O)c2ccccc2)nc2ccccc2c1=O | -24 | i
Cc1cc(-c2nnc(SCC(=O)Nc3ccc(C(F)(F)F)cc3)n2C)no1 | -2 | i
COCCn1c(SCC(=O)Nc2ccc(Cl)cn2)nc2ccccc21 | -26 | i
O=c1c2ccccc2ncn1-c1ccc(Cl)cc1 | -2&-9 | i
CCOc1ccc(NC(=O)CCc2ccc(C)o2)cc1 | -5 | i
O=S(=O)(NC1CCCc2ccccc21)c1cnc[nH]1 (stereo not drawn) | -7 | i
COc1cc(/C=C/C(=O)O)ccc1OCc1ccccc1C#N | 3 | i
C/C=C/C(=O)OCC(=O)Nc1ccc(F)cc1Cl | -25 | i
O=C(Cn1nnc(-c2ccccc2)n1)N/N=C/c1cc([N+](=O)[O-])ccc1O | 19 | i
COc1cccc(CNc2ncnc3ccc(-c4c(C)noc4C)cc23)c1 | 9 | .

Retrieved one by one from above:
SMILES | OX1R antagonist | CHT PAM
O=C(Nc1cccc(Cl)c1)c1ccc2c(c1)OCCO2 | -15 | i
O=S(=O)(NC1CCCc2ccccc21)c1cnc[nH]1 (stereo not drawn) | -7 | i
